Assay outcomes from PubChem.
inhibitors of VEEV = inhibitors of VEEV TC-83 cytopathic effect, confirmation, Vero cells (AID 588727); Vero cells, VEEV TC-83 cytopathic effect inhibition; higher % means a stronger effect; one-dose inhibition, % at 20 µM; IC50 in µM for titrated hits; 0.13% of 350,000 active; in the data active = a potency from the dose series; inconclusive = inhibition mostly from about 14% at the one dose, without a potency; inactive = the rest, 99 in 100 with inhibition below about 12%; also: strong numbers were not always called active
tuberculosis growth = growth inhibition of non-replicating M. tuberculosis (AID 488890) | Mycobacterium tuberculosis non-replicating, growth inhibition; higher % means a stronger effect | inhibition, % at 25 µM, or IC50 in µM where a hit was titrated | 0.39% of 320,000 active; in the data active = a potency from the dose series; inconclusive = inhibition mostly from about 82% at the one dose, without a potency; inactive = the rest, 99 in 100 with inhibition below about 76%;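 also: plate controls were DMSO cells for no effect and high antibiotic wells for full effect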
H37Rv inhibition = M. tuberculosis growth inhibition, HTS (AID 449762); M. tuberculosis H37Rv growth inhibition, 7H9 media; higher % means a stronger effect; inhibition, % at 25 µM, or IC50 in µM where a hit was titrated; 0.59% of 330,000 active; in the data active = a potency from the dose series; inconclusive = inhibition above about 70% without an active follow-up result;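 also: bacterial growth assessed after seven days of incubation; strong numbers were not always called active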
influenza NS1A = H1N1 influenza NS1A inhibitors, functional cell based assay (AID 504329) | NS1A functional cell-based assay, percent inhibition; higher % means a stronger effect | 0.3% of 340,000 active | inhibition, % at 12.5 µM, or IC50 in µM where a hit was titrated; in the data active = a potency from the dose series; inconclusive = inhibition above about 27% without an active follow-up result; also: strong numbers were not always called active
Salmonella PhoP GFP = PhoP regulon inhibitors, Salmonella typhi PhoP promoter GFP reporter, confirmatory (AID 1850). Salmonella Typhi PhoP-promoter GFP reporter, fluorescence, 4 h; higher % means a stronger effect. inhibition, % at 50 µM, or IC50 in µM where a hit was titrated. 0.33% of 310,000 active; in the data active = a potency from the dose series; inconclusive = inhibition mostly from about 25% at the one dose, without a potency; inactive = the rest, 99 in 100 with inhibition below about 19%;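 also: 0% = induced wells with vehicle and 100% = uninduced wells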
inhibitors of VEEV 10K pilot screen = also measured in inhibitors of VEEV; calls as there; inhibition, %; measured here: 10K pilot screen inhibition
* = called active by the depositor; i = inactive; ? = inconclusive; / = no result given.

A first look (6 entries):
SMILES	inhibitors of VEEV	tuberculosis growth	H37Rv inhibition	influenza NS1A	Salmonella PhoP GFP	others
CCC(Oc1ccc(C)cc1)C(=O)Nc1ccccc1C(=O)N1CCOCC1 (configuration not stated)	6.8%	-15%	1%	-2%	-7%
COc1ccc(CC(=O)OCC(=O)Nc2cccnc2Cl)cc1OC	i	1%	3%	2%	7%
Cc1cc(-c2n[nH]c(=S)n2/N=C/c2ccc(Cl)c([N+](=O)[O-])c2)n[nH]1	1.2%	8%	-21%	1%	-7%
COc1cc2c(cc1CNC[C@H]1O[C@@H](n3cnc4c(N)ncnc43)[C@H](O)[C@@H]1O)OCO2	0.9%	-10%	4%	-9%	/
CN(C)c1ccc(C2NCC(CCl)O2)cc1 (configuration not stated)	1.7%	23%	-2%	6%	0%
CCOC(=O)C1CCCN(C(=O)c2cc(Cl)ccc2Cl)C1 (configuration not stated)	i	7%	7%	-5%	-2%

This part in full, repeating the preview:
SMILES	inhibitors of VEEV	tuberculosis growth	H37Rv inhibition	influenza NS1A	Salmonella PhoP GFP	others
CCC(Oc1ccc(C)cc1)C(=O)Nc1ccccc1C(=O)N1CCOCC1 (configuration not stated)	6.8%	-15%	1%	-2%	-7%
COc1ccc(CC(=O)OCC(=O)Nc2cccnc2Cl)cc1OC	i	1%	3%	2%	7%
Cc1cc(-c2n[nH]c(=S)n2/N=C/c2ccc(Cl)c([N+](=O)[O-])c2)n[nH]1	1.2%	8%	-21%	1%	-7%
COc1cc2c(cc1CNC[C@H]1O[C@@H](n3cnc4c(N)ncnc43)[C@H](O)[C@@H]1O)OCO2	0.9%	-10%	4%	-9%	/
CN(C)c1ccc(C2NCC(CCl)O2)cc1 (configuration not stated)	1.7%	23%	-2%	6%	0%
CCOC(=O)C1CCCN(C(=O)c2cc(Cl)ccc2Cl)C1 (configuration not stated)	i	7%	7%	-5%	-2%
CCCCCCNC(=O)CCNS(=O)(=O)c1ccc(C)cc1	i	45%	4%	2%	-9%
Brc1ccc(OCc2cn3ccccc3n2)cc1	i	26%	-6%	6%	19%
COc1ccc(S(=O)(=O)Nc2ccccc2C(=O)NCc2cccnc2)cc1	1.3%	-2%	-4%	12%	2%
Cc1cccc(C)c1NC(=O)N1CCN(c2nc3ccccc3s2)CC1	4.8%	37%	-3%	8%	-13%
Cn1c(SCC(=O)NC(C)(C)C)nnc1-c1cccc(NC(=O)c2ccccc2F)c1	3.4%	13%	/	-3%	0%
CN(CCOc1ccc(-c2ccn(S(=O)(=O)c3cccc4ccccc34)n2)cc1)c1ccccn1	6.4%	2%	17%	-5%	-6%
Cc1ccc(NC(=O)CSc2nc(NS(=O)(=O)c3ccccc3)cc(=O)[nH]2)cc1	3.5%	26%	-4%	-1%	-1%
Clc1ccc(-c2nnn(Cc3nc4ccccc4s3)n2)cc1	5.9%	76%	3%	-1%	-7%
CC(C)N(C(=S)NC1CC2CCC1C2)c1ccccc1 (configuration not stated)	1.8%	10%	-6%	-15%	-5%
COC(=O)Cc1csc(Nc2ccccc2Cl)n1	1.3%	30%	1%	0%	-1%
COC(=O)c1ccccc1S(=O)(=O)NNC(=O)Nc1ccccc1	0.3%	-1%	10%	-1%	-5%
CC(C)C(=O)OCC(=O)Nc1ccc(N=Nc2ccccc2)cc1	2.8%	6%	-4%	>100µM*	-1%
O=C(NCCCN1CCCC1)c1ccc2c(c1)N(Cc1ccccc1F)C(=O)c1ccccc1S2(=O)=O	i	10%	-3%	-11%	-3%
COC(=O)C(N)Cc1ccc(OC)c([N+](=O)[O-])c1 (configuration not stated)	4.0%	-4%	-9%	-24%	6%
c1ccc2sc(SN3CCOCC3)nc2c1	5.1%	42%	-4%	5%	-10%
Cc1cc(NC(=O)CSCC(=O)OC(C)C(=O)c2cc(C)c(C)cc2C)no1 (configuration not stated)	0.4%	10%	-7%	-13%	10%
CCOC(=O)C1(Cc2ccc(OC)cc2)CCN(C(=O)CCc2cccnc2)CC1	0.8%	11%	-4%	3%	-7%
CC(C)c1nc(-c2ccc([N+](=O)[O-])cc2)cs1	0.3%	68%	3%	13%	-7%
Cn1c(=O)n(C)c2cc([N+](=O)[O-])c(N3CCN(C(=O)c4cccc(F)c4)CC3)cc21	2.6%	8%	-9%	10%	9%
CCc1nnc2cccc(Cl)n12	0.6%	-4%	-1%	-21%	-1%
Cn1c(SCc2cccnc2)nnc1-c1c[nH]c2ccccc12	0.3%	-12%	-7%	-17%	3%
CCN1C(=O)[C@H]2[C@@H](c3ccc(-c4ccc(OC)cc4)c(OC)c3)N[C@@](Cc3ccccc3)(C(=O)OC)[C@H]2C1=O	i	32%	0%	-3%	/
Cc1ccc(C(=O)OCCn2cc(C#N)c(=O)[nH]c2=O)cc1	i	-4%	-4%	-12%	4%
C#CCOCCOCCOCCNc1nc(N2CCN(C(=O)[C@H](CC(N)=O)n3cc(C(N)[C@@H](C)CC)nn3)CC2)nc(N2CCN(C(=O)[C@H](CCC(=O)O)n3cc([C@@H](N)CCCCN)nn3)CC2)n1 (some centres not stated)	1.1%	7%	1%	-7%	/	inhibitors of VEEV 10K pilot screen=3.4
N#Cc1c(NC(=O)C2CC2)sc2c1CCCCC2	0.3%	-2%	-11%	-5%	-7%	inhibitors of VEEV 10K pilot screen=3.1
CC(=O)N1CCN=C1SCc1ccccc1	i	7%	-9%	2%	-2%
CCOCCCNC(=O)CN1C(=O)C(CC)Oc2ccccc21 (configuration not stated)	0.4%	12%	6%	-1%	-18%
COc1ccc2nc(Nc3nc(CSc4nc5ccccc5s4)cc(=O)[nH]3)nc(C)c2c1	/	9%	-2%	/	-1%
COc1ccc2c(c1)C(=O)N1[C@H]3c4cc(Cl)ccc4OC[C@@H]3[C@H](c3ccccc3)[C@]1(C)C(=O)N2	0.6%	46%	47%	10%	/
Cc1ccc(N(CC(=O)N2CCCCCC2)S(=O)(=O)c2ccccc2)cc1	3.0%	13%	-1%	7%	-4%
CCN(CC)S(=O)(=O)c1cc(C(=O)Nc2ccccn2)ccc1C	1.3%	12%	7%	5%	-15%
COc1cccc(C(=O)NNC(=O)c2ccc3ccccc3c2)c1	i	/	/	2%	/
CCCN1CCC(NC(=O)CCc2nnc(Cc3cc(OC)ccc3OC)o2)CC1	i	-15%	14%	-7%	-18%
O=C(Cc1ccc(S(=O)(=O)N2CCOCC2)s1)Nc1ccccc1Br	2.0%	-5%	3%	14%	13%
COCCCNC(=O)Cc1ccc(S(=O)(=O)N2CCOCC2)s1	1.8%	-10%	-8%	-12%	/
COc1ccc(S(=O)(=O)NC(C)C(=O)NCc2ccccn2)cc1Cl (configuration not stated)	i	-16%	2%	6%	-25%
CC(=O)N1CCN(c2ccc(S(=O)(=O)N3CCCCC3)cc2[N+](=O)[O-])CC1	0.3%	8%	7%	-16%	/
CCOC(=O)C1=C(O)/C(=C/c2cc(OC)c(O)c(OC)c2)SC1=Nc1ccc(OC)cc1	2.8%	/	/	11%	/
N#Cc1ccc(S(=O)(=O)N2CCN(C(=O)[C@@H]3CCCN3C(=O)c3cccs3)CC2)cc1	0.2%	-9%	-7%	-8%	/
CCOc1ccc2[nH]c3c(NCCOC)ncnc3c2c1	2.2%	3%	10%	-20%	8%
C=CCNC(=O)Nc1ccc(F)cc1F	0.7%	5%	0%	4%	-7%
O=C(c1cc(-c2ccc(Cl)cc2Cl)on1)N1CCCC1	i	?	6%	5%	-1%
NCCCC[C@H]1CNC(=O)C(=O)N1CC1CCCCC1	1.0%	-20%	3%	1%	2%
CCC(C)NC(=O)C1CCC(CNS(=O)(=O)c2cccc3nsnc23)CC1 (configuration not stated)	2.5%	-6%	8%	-2%	-14%
N#Cc1ccccc1Sc1ccccc1C(=O)Nc1ccccc1	0.8%	13%	-3%	-1%	2%
O=C(CNC(=O)c1cccs1)NCC(=O)OCc1ccc(F)cc1	i	16%	9%	2%	0%
CCN(C(=O)COC(=O)c1cnc(C)cn1)C1CCCCC1	2.6%	2%	0%	11%	1%
CN(C)CC(C)(C)CNC(=O)c1cc(=O)c2ccccc2o1	i	-1%	-15%	-3%	4%
O=S1(=O)CCOCCCN1Cc1ccc(Cl)cc1	i	-1%	2%	-3%	-11%
CCC(=C/c1sc2ccc3ccccc3c2[n+]1C)/C=C1\Sc2ccc3ccccc3c2N1C	3.5%	?	?	-2%	5%
O=C(CN1C(=O)S/C(=C\C=C\c2ccccc2)C1=O)NC1CCS(=O)(=O)C1 (configuration not stated)	2.7%	2%	2%	2%	0%
COc1ccc(C(=O)NCc2cn3ccccc3n2)cc1	i	-6%	-3%	-11%	3%
COc1cc(CN2CCC(C(=O)N3CCCC(C)C3)CC2)cc(Br)c1O (configuration not stated)	0.8%	9%	6%	-1%	-4%
Cn1c(=O)c2c(nc(CN3CCc4ccccc4C3)n2CCCO)n(C)c1=O	i	12%	8%	5%	-7%

A run of entries from the list above, as a working copy:
SMILES	inhibitors of VEEV	tuberculosis growth	H37Rv inhibition	influenza NS1A	Salmonella PhoP GFP	others
CCC(=C/c1sc2ccc3ccccc3c2[n+]1C)/C=C1\Sc2ccc3ccccc3c2N1C	3.5%	?	?	-2%	5%
O=C(CN1C(=O)S/C(=C\C=C\c2ccccc2)C1=O)NC1CCS(=O)(=O)C1 (configuration not stated)	2.7%	2%	2%	2%	0%

(cont.)
SMILES	inhibitors of VEEV	tuberculosis growth	H37Rv inhibition	influenza NS1A	Salmonella PhoP GFP	others
Cc1[nH]n(-c2ccccc2)c(=O)c1/C=N/c1ccccn1	i	-9%	3%	-7%	-3%
CCOC(=O)CNC(=O)/C=C/c1c(Cl)cccc1Cl	1.1%	?	7%	2%	-1%
CC(C)OC(=O)c1cccc2c1C(=O)c1ccccc1-2	3.1%	/	-1%	2%	0%
O=C(CCNC(=O)c1ccccc1Cl)Nc1ccc(Br)c(C(F)(F)F)c1	0.7%	44%	-3%	-1%	0%
Brc1ccc(COc2cccc3cccnc23)cc1	8.0%	38%	4%	/	8%
COc1ccccc1C(=O)NCCn1cc(SCC(=O)Nc2cc(C)on2)c2ccccc21	8.5%	23%	-5%	4%	-4%
O=C(O)c1cccc(NC(=O)c2ccc(CN3C(=O)c4ccccc4C3=O)cc2)c1	0.3%	7%	3%	-33%	-3%
CSc1nc(C)c(CCOC(=O)c2cccc(C)c2)c(=O)[nH]1	7.4%	14%	-6%	4%	-5%
CCOC(=O)C1=C(Cn2ccc(C(F)(F)F)n2)NC(=O)NC1c1ccc2c(c1)OCO2 (configuration not stated)	3.5%	1%	2%	-3%	7%
COc1ccccc1NC(=O)CSc1nnc(CNC(=O)c2cccs2)o1	i	6%	5%	-6%	12%
Cc1cc(C)c2oc(C(=O)N3CCN(C)CC3)cc(=O)c2c1	i	-14%	0%	5%	-5%
COc1ccc(S(=O)CC(=O)Nc2ccccc2Cl)cc1 (configuration not stated)	1.4%	-11%	-5%	6%	10%
CCOc1ccccc1OCCOc1cccc(C(F)(F)F)c1	1.8%	16%	-3%	-18%	7%
Nc1cccc2c1C(=O)N(C(=O)/C=C/c1cccc(F)c1)C2=O	2.0%	1%	2%	0%	2%
CC(Sc1nnc2n1CCCCC2)C(=O)Nc1cccc(S(=O)(=O)N2CCOCC2)c1 (configuration not stated)	1.3%	/	/	5%	/
Cc1cccc(NC(=S)N2CCN(C(=O)c3ccco3)CC2)c1C	0.8%	-5%	-2%	-2%	-9%
COC(=O)c1cccc(N(CC(=O)NCC2CCCO2)C(=O)CCC(=O)Nc2cc(C)on2)c1 (configuration not stated)	0.2%	-17%	7%	5%	1%
O=C(NCC1CCCN1S(=O)(=O)c1cccs1)c1ccccc1 (configuration not stated)	1.3%	17%	3%	-15%	-2%
Clc1cccc(Cc2ccc(Cl)nn2)c1	2.1%	30%	-5%	-3%	13%
O=c1oc2ccccc2c(Nc2ccccc2)c1[N+](=O)[O-]	2.4%	9%	0%	9%	-5%
CC(=O)NC(Cc1c[nH]c2ccccc12)C(=O)NCc1ccco1 (configuration not stated)	3.1%	-7%	2%	3%	6%
CSc1nc2ccc(NS(=O)(=O)c3ccc([N+](=O)[O-])cc3)cc2s1	2.6%	22%	-1%	/	-6%
CN1CCN(Cc2nc(N)nc(Nc3ccc4c(c3)OCCO4)n2)CC1	1.4%	3%	-9%	13%	-8%
Nc1cccc2c(O)cccc12	0.4%	76%	-3%	-7%	-5%
COc1ccccc1C1=NN(C(=O)c2ccccc2)C(c2ccc(Br)cc2)C1 (configuration not stated)	i	-14%	-1%	-22%	-22%
O=C(Nc1nc(-c2ccccn2)cs1)C1CC1	2.5%	/	?	16%	-3%
COc1ccc(C(=O)C2CCN(C(=O)c3ccc(C)cc3)CC2)cc1	0.4%	19%	-1%	-3%	-1%
COc1ccccc1NC(=O)CCNC(=O)c1ccc(C)cc1	0.1%	18%	-3%	-5%	-2%
Cc1cc(=O)oc(C)c1C(=O)OCC(=O)c1ccccc1	0.2%	19%	-1%	-3%	2%
